Compound activity deposited in PubChem BioAssay by several laboratories.
HTRA1 inh = HTRA1 serine protease inhibitors, primary screen, biochemical, fluorescence polarization, HTS; recombinant HTRA1, FP-rhodamine activity-based probe; Q92743; AID 504803, 2011; 0.5% of 340,000 active; inhibition, % at 5.96 µM; in the data active = inhibition above about 36%;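 also: 0% = enzyme with DMSO and 100% = wells lacking enzyme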
UHRF1 binding = UHRF1 methylated DNA binding inhibitors, primary screen, counter-screen for MBD2 inhibitor project, biochemical, TR-FRET, human UHRF1, single concentration; inhibition, % at 4.4 µM; AID 687016, 2013; 0.75% of 370,000 active; UHRF1 binding to methylated oligo; in the data active = inhibition above about 21%;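 also: UHRF1 SRA domain binding a hemimethylated CpG hairpin DNA probe; 0% = median of test compound wells and 100% = reference inhibitor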
SIAE inh = human SIAE inhibitors, primary screen, biochemical, fluorescence polarization, FP-Rh probe, 1536-well HTS. Sialate O-acetylesterase (Homo sapiens), Q9HAT2. SIAE FP-Rh probe binding. inhibition, % at 9.66 µM. 0.69% of 370,000 active. AID 1053197, 2014;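 active = inhibition above a cutoff: mean of compounds within the control limits plus 3 SD of those, cut at about 17% in these data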;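 also: 0% = plate median of compound wells and 100% = probe without SIAE protein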
GC-B act = human GC-B receptor activators, primary screen, HEK293 GC-B cells, cGMP TR-FRET, EC30 CNP | Atrial natriuretic peptide receptor 2 (Homo sapiens), P20594 | 0% at EC30 CNP, 100% saturating CNP | activation, % at 10 µM | 0.11% of 370,000 active | AID 1920062, 2024;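 active = activation at 10 µM reaching about 35% in either raw or pattern-adjusted values, limit read from the data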
TCR CD3 inh = inhibitors of human TCR-CD3 interaction, primary screen, biochemical, fluorescence, TAMRA-labeled TCR probe; T-cell receptor (TCR); inhibition, % at 9.4 µM; 0.37% of 360,000 active; AID 651800, 2012; in the data active = inhibition above about 19%;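 also: recombinant mutant TCR 2C K166C tagged with TAMRA read by polarization; 0% = receptor in buffer alone and 100% = receptor with positive control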
rCAG binder = binders of r(CAG) RNA repeats, primary screen, biochemical, fluorescence | 1.3% of 370,000 active | inhibition, % at 3 µM | AID 651821, 2012 | r(CAG) RNA repeat, TO-PRO-1 dye displacement fluorescence;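 active = inhibition above the plate cutoff, the mean of all test compounds on that plate plus 3 SD, cut at about 35% in these data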;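 also: 0% = DMSO alone and 100% = 100 µM mitoxantrone as full dye displacement; higher means more dye released from RNA so lower well fluorescence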
MBD2 inh = inhibitors of MBD2 binding to methylated DNA, primary screen, biochemical, TR-FRET, DNA-binding domain, human; inhibition, % at 4.4 µM; MBD2 binding to methylated oligonucleotide; 0.31% of 370,000 active; Methyl-CpG-binding domain protein 2 (Homo sapiens), Q9UBB5; in the data active = inhibition above about 13%
PRMT1 inh = PRMT1 methyltransferase inhibitors, primary screen, biochemical, fluorescence polarization. Protein arginine N-methyltransferase 1 (Homo sapiens), Q99873. recombinant PRMT1, activity-based probe fluorescence polarization. inhibition, % at 2.79 µM. 1.3% of 370,000 active. AID 652257, 2013;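 active = inhibition above about 21% made by adding two undisclosed values, limit read from the data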
ABHD4 inh = ABHD4 inhibitors, primary screen, biochemical, fluorescence polarization, mouse; purified mABHD4, FP-Rh probe fluorescence polarization; inhibition, % at 8.92 µM; 0.54% of 370,000 active; (Lyso)-N-acylphosphatidylethanolamine lipase (Mus musculus), Q8VD66; AID 720543, 2013;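 active = inhibition exceeding the mean over every tested compound plus 3 SD, cut at about 30% in these data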;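 also: 0% = plate median of compound wells and 100% = S159A mutant with DMSO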
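Test system: mABHD4 protein; Read-out basis: % inhibition; Incubation: 45 min + 60 min at 25 °C; Repeats: single replicate; Technique: fluorescence polarization with parallel and perpendicular emission, 525/598 nm; Compound: 8.92 µM, single dose; Benchmarks: full inhibition S159A mutant plus DMSO, zero as sample-well median.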
GC-A act = GC-A stimulated cGMP production enhancers – HEK293 GC-A cells, cGMP TR-FRET, EC30 ANP, primary screen; 0.14% of 370,000 active; 0% at EC30 ANP, 100% saturating ANP; Atrial natriuretic peptide receptor 1 (Homo sapiens), P16066; activation, % at 10 µM; in the data active = activation above about 40%
Target sequence (P16066 whole entry, looked up): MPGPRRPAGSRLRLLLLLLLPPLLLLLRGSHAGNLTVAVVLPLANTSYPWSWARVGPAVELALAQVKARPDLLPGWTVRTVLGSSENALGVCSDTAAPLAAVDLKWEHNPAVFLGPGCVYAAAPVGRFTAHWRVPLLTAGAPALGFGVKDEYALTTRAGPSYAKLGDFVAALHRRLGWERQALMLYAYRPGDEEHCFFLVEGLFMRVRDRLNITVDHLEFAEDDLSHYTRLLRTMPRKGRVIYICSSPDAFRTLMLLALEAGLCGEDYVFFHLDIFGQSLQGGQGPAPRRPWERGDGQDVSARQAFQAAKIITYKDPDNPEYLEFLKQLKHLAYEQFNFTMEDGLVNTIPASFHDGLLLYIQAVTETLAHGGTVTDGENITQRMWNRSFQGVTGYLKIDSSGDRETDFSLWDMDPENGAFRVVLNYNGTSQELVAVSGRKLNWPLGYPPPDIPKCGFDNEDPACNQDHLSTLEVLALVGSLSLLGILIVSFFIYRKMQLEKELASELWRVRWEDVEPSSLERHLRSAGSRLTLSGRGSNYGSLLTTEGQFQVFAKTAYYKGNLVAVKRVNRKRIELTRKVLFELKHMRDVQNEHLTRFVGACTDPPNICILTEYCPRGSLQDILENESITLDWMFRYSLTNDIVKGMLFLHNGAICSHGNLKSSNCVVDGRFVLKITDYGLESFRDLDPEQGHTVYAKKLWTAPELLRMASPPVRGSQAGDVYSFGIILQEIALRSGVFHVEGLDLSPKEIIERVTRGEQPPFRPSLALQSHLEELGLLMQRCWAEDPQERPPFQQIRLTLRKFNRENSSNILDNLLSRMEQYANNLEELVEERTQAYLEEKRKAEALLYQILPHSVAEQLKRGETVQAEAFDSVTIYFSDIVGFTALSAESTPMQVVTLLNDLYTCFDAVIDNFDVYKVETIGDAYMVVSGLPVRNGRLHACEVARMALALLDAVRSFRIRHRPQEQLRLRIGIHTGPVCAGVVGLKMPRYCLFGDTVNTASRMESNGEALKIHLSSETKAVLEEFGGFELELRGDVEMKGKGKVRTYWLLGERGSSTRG
* hit, by the source's call; . = not tested or not shown. Not all compounds are listed (hit frequency here may not be typical).

SMILES	HTRA1 inh	UHRF1 binding	SIAE inh	GC-B act	TCR CD3 inh	rCAG binder	MBD2 inh	PRMT1 inh	ABHD4 inh	GC-A act
COCCN1C(=O)N[C@@H](CCc2ccccc2)[C@H](C(C)=O)[C@H]1C	2	-2	-1	1	5	-2	1	-1	1	3
CN(CC(=O)Nc1ccccc1Br)CC(=O)Nc1ccccc1C(F)(F)F	0	0	-1	5	-1	-7	2	3	2	0
Cc1ccccc1NC(=O)C1CCN(c2ncccn2)CC1	.	4	0	6	.	-1	9	9	-8	2
CCCCCC(=O)NN1C(=S)N(c2ccc(OC)cc2)C(=O)C1CC(=O)Nc1ccccc1 (stereo unspecified)	.	2	-4	7	3	2	3	3	-2	-1
COc1ccccc1NC(=S)N(CCN1CCCCCC1)Cc1cccs1	-6	-2	6	-11	8	-7	0	0	-1	-19
O=C(CN1CCOCC1)N1c2ccccc2Sc2ccccc21	2	-2	1	-4	-5	-8	1	0	-1	-7
CCN1CCN(CC2COc3ccccc3O2)CC1 (stereo unspecified)	2	1	-1	4	3	2	-1	0	1	5
CCC(C)[C@H]1COCCS(=O)(=O)N1Cc1ccccc1F (stereo partly specified)	-2	-3	0	0	-5	-7	-4	-1	2	-2
Cc1ccccc1NC(=S)N(CCN1CCCCC1)Cc1ccco1	1	1	10	5	-3	2	-7	-3	-4	-8
CC(Sc1nnc(-c2ccc(C(C)(C)C)cc2)n1C)C(N)=O (stereo unspecified)	1	4	-9	-7	0	0	-1	1	1	-4
CN(C)S(=O)(=O)c1ccc(N2CCCC2)c(C(=O)NNC(=O)c2ccccc2)c1	-2	9	4	1	-1	6	1	4	0	-3
COc1ccc(C(CNC(=O)C(C)Oc2ccc(Br)cc2)N2CCCCC2)cc1 (stereo unspecified)	-1	0	10	-18	6	2	-1	-4	7	-20
O=C1CN(C(=O)c2ccccc2C(=O)O)c2ccccc2N1	9	-1	5	6	-3	-2	-5	4	4	3
Cn1nnc2cc(C(=O)Nc3ccccc3)ccc21	0	2	3	2	6	-3	0	3	3	-6
Cc1ccc(CS(=O)(=O)CCC(=O)NCc2cccs2)cc1	-1	0	-2	-5	3	-5	-1	-4	5	-2

The final 2 compounds of the section before open the next one.
SMILES	HTRA1 inh	UHRF1 binding	SIAE inh	GC-B act	TCR CD3 inh	rCAG binder	MBD2 inh	PRMT1 inh	ABHD4 inh	GC-A act
Cn1nnc2cc(C(=O)Nc3ccccc3)ccc21	0	2	3	2	6	-3	0	3	3	-6
Cc1ccc(CS(=O)(=O)CCC(=O)NCc2cccs2)cc1	-1	0	-2	-5	3	-5	-1	-4	5	-2
COCCNC(=O)CSc1n[nH]c(=O)n1CCc1ccccc1	6	3	3	-1	-10	5	3	0	1	2
O=S(=O)(c1ccc(Cl)cc1)N1CCC2(CC1)OCCO2	2	-1	-3	-2	3	0	-5	-1	-5	3
COc1cccc(NC(=O)CN(C)C(=O)c2c(-c3ccccc3)noc2C)c1	0	-2	0	-3	11	0	2	2	-6	3
O=C(O)CNC(=O)/C(=C/c1cccc([N+](=O)[O-])c1)NC(=O)c1ccco1	6	2	7	-3	-7	1	2	1	-1	6
Clc1cccc(N=NN2CCOCC2)c1Cl	-2	4	-5	-3	-13	-3	6	8	-3	7
CNC(=O)N1CCC(C(=O)c2c(C)c(C)c(C)c(C)c2C)CC1	2	1	-1	0	-11	0	5	3	-9	5
C[N+](C)(C)CCOC(=O)C1(c2ccccc2)CCCC1	-9	-3	2	3	10	-3	-4	1	1	-1
C=CCn1ccc2c([N+](=O)[O-])cccc2c1=O	-13	-4	-3	0	4	2	-4	0	0	3
CC(NC(=O)COc1ccc(S(=O)(=O)N2CCOCC2)cc1)c1ccccc1 (stereo unspecified)	-4	2	-1	-4	-3	0	1	1	-2	1
O=C(CN1CCC2(CC1)OCCO2)c1ccc2cc[nH]c2c1	-3	-9	3	0	-3	5	0	0	9	7
O=C(c1ccco1)N1CCC(n2nnc3ccccc32)CC1	8	0	6	-4	6	-1	0	0	1	0
Cc1ccc(CNC(=O)c2ccc(Cl)c(S(N)(=O)=O)c2)n1C	4	-2	6	-2	1	16	-4	1	7	5
CN1CCN(CCCCOc2ccc(F)cc2)CC1	1	22*	4	0	5	-3	12	-4	8	0
CCOc1ccc(NC(=O)Cn2nc(-c3ccccc3Cl)n(CC)c2=S)cc1	-2	0	2	6	1	-4	4	0	0	1
O=C1CC/C=C\C[C@@H](CC(=O)N(CCO)Cc2ccccc2)C(=O)N[C@H](Cc2ccccc2)CO1	13	3	-2	6	2	-5	-2	-2	5	0
O=C(Nc1ccc(C(F)(F)F)cc1)c1cccc(-n2cnnn2)c1	-24	2	-7	-2	-2	2	1	0	-15	-2
Cc1cc(C)n2nc(-c3cccnc3)nc2n1	-6	-1	4	0	6	3	-5	0	3	0
CC(C)CNc1nc(Oc2ccc(=O)n(-c3ccccc3)n2)nc(N2CCOCC2)n1	0	2	-3	-2	-5	-8	2	1	6	2
COC(=O)c1cc(OC)c(OC)c(OC)c1[N+](=O)[O-]	1	-1	-7	-6	2	0	-3	-1	6	-2
CCCC1(C)Nc2ccccc2-c2nc3ccccc3n21 (stereo unspecified)	-5	-6	10	4	2	0	-7	-2	4	4
O=C(CCN1C(=O)C2C3C=CC(C4CC34)C2C1=O)OCC(=O)c1ccccc1 (stereo unspecified)	2	4	0	-2	-2	-8	9	6	-8	-3
Cc1cc(C(F)(F)F)c2c(N)c(C(=O)Nc3cc(C)on3)sc2n1	-3	-2	2	-8	4	0	-2	-2	-9	4
CCc1ccc2c(c1)C(c1cccs1)=NNC(c1cccnc1)=N2	-3	0	6	5	-4	6	-4	-2	-7	-2
Cc1nn(C)cc1C(C)NCc1c(C(=O)N2CCCCCCC2)nc2ccc(Cl)cn12 (stereo unspecified)	-2	3	-7	-4	1	-9	-2	0	7	0
COc1cc(CC(=O)N/N=C/c2ccc([N+](=O)[O-])cc2)c([N+](=O)[O-])cc1OC	3	-1	-3	-4	6	6	-5	0	8	0
CCc1ccccc1N1CC23C=CC(O2)C(C(=O)O)C3C1=O (stereo unspecified)	-7	0	0	-9	-2	2	-1	0	3	0
O=C(COC(=O)c1cc(S(=O)(=O)N2CCCCC2)ccc1Cl)NC1CCCCC1	-6	-1	7	6	-6	0	1	0	-3	0
CCO[C@H]1OC(C(=O)N2CCN(Cc3ccc4c(c3)OCO4)CC2)=C[C@@H](C2CCCCC2)[C@@H]1CCCO	-16	2	-3	-1	2	-6	-1	-1	-4	1
CCN(CC(=O)N1CCN(Cc2ccccc2)CC1)S(=O)(=O)c1ccc(C)cc1	2	-1	9	3	8	-8	-5	0	1	0
CC1CC(C)CN(C(=O)CSc2nnc(CSc3ncccn3)n2C)C1 (stereo unspecified)	2	1	-4	4	1	-5	1	-1	-1	2

Ordered by value in GC-A act (low to high): three of the compounds above
molecule | HTRA1 inh | SIAE inh | GC-B act | TCR CD3 inh | MBD2 inh | PRMT1 inh | ABHD4 inh | GC-A act
O=C(Nc1ccc(C(F)(F)F)cc1)c1cccc(-n2cnnn2)c1 | -24 | -7 | -2 | -2 | 1 | 0 | -15 | -2
CC1CC(C)CN(C(=O)CSc2nnc(CSc3ncccn3)n2C)C1 (stereo unspecified) | 2 | -4 | 4 | 1 | 1 | -1 | -1 | 2
CCCC1(C)Nc2ccccc2-c2nc3ccccc3n21 (stereo unspecified) | -5 | 10 | 4 | 2 | -7 | -2 | 4 | 4

(cont.)
SMILES	HTRA1 inh	UHRF1 binding	SIAE inh	GC-B act	TCR CD3 inh	rCAG binder	MBD2 inh	PRMT1 inh	ABHD4 inh	GC-A act
Cc1ccc(/C=C2\SC(=S)N(CCCC(=O)Nc3ccc(O)cc3)C2=O)cc1	0	-2	5	2	4	6	3	-3	-8	1
OCCOCCNc1ncnc2nc[nH]c12	-8	2	6	-5	8	0	0	-2	1	5
COc1cccc(N(C(=O)Cn2nnc(-c3ccc(C)o3)n2)C(C(=O)NC(C)(C)C)c2cccs2)c1 (stereo unspecified)	-16	-2	1	-4	-2	-4	2	-1	7	-2
CCCC(C)C(=O)Nc1ccc2c(c1)OCCO2 (stereo unspecified)	3	5	2	0	2	7	0	1	-5	2
CC[C@@H](C)[C@H](NC(=O)OC(C)(C)C)c1nnc(S(=O)(=O)Cc2cc(C)ccc2C)o1	2	0	1	-8	-3	1	3	20	29	-1
CCC(C)C(=O)Nc1ccccc1N1CCN(c2ccc(F)cc2)CC1 (stereo unspecified)	-8	0	0	4	-1	-12	0	-7	-8	2
O=C(N1CCOCC1)N(Cc1ccccc1)c1ccccn1	5	-2	-1	1	-4	-3	-4	-1	-1	-4
Cc1ccc(S(=O)(=O)N2C3CCCCC3O[C@H]2CC(=O)c2ccc(F)cc2)cc1 (stereo partly specified)	.	2	-9	1	1	3	1	-3	-3	2
O=C(Nc1nnc(SCc2ccc(F)cc2)s1)c1cccnc1Cl	-20	5	-6	4	3	18	8	7	-21	1
COc1cc(C(=O)N2CCN(CC(O)COc3ccccc3)CC2)cc(OC)c1OC (stereo unspecified)	9	4	6	3	7	-7	-2	-2	4	-2
COc1ccc(-c2ccc3nnc(SCC(N)=O)n3n2)cc1	3	-2	-2	-2	-1	-1	0	1	6	3
CCc1cc(S(N)(=O)=O)cc(CC)c1NC(C)=O	8	9	6	8	9	-2	-3	-1	2	2
Cc1cccc2cc(CN(Cc3ccco3)C(=O)c3cccs3)c(=O)[nH]c12	-8	-1	12	-5	-1	0	4	1	3	-2
C=CCn1c(SCC(=O)Nc2c(C)n(C)n(-c3ccccc3)c2=O)nnc1-c1cccnc1	7	4	2	-6	-4	2	-7	-3	-4	-5
C=C(C)CSc1nnc2n(C)c(=O)c3c4c(sc3n12)CCC4	2	-2	-5	5	1	-1	-1	-1	-8	17
CSc1ccccc1OCc1cc(C(=O)N2C[C@H]3CC[C@H]2C3)no1	2	-1	-3	4	0	-2	-2	-2	-2	4
CCC(=O)c1cc2c(cc1NC(=O)c1cccs1)OCCO2	-8	-3	-5	-2	5	1	2	-1	20	1
CCN1CCN(C(=S)Nc2cccc(Cl)c2)CC1	1	4	1	2	0	3	0	1	0	2
CCCCn1c(N)c(N(CCOC)C(=O)c2cc(CC)c(C)s2)c(=O)[nH]c1=O	-4	-2	-7	3	-1	-1	0	5	2	0
O=C(Nc1ccc(Nc2ccccc2)cc1)c1ccccc1	.	4	10	-6	3	0	0	2	3	3
C[C@@H]1CN([C@@H](C)CO)C(=O)Cc2cc(NS(=O)(=O)c3ccccc3)ccc2O[C@H]1CN(C)S(C)(=O)=O	-9	0	8	5	-5	-1	-5	-3	1	4
Cc1ccc(Sc2c(O)c3ccccc3n(C)c2=O)cc1	4	0	4	6	5	1	2	1	-1	11
CCN1CCN(CCCN(Cc2cccs2)C(=S)Nc2ccccc2C)CC1	8	0	3	-2	0	-3	5	-5	-8	0
Cc1ccc(C2=CC(=O)C[C@H](c3ccc(F)cc3)C2)cc1	-37	3	1	6	-2	-1	2	2	-17	0
